From PubChem
GAA glycogen mod: qHTS Assay for Inhibitors and Activators of Human alpha-Glucosidase Cleavage of Glycogen; recombinant GAA, glycogen substrate, Amplex Red glucose oxidase fluorescence; Potency, µM (titrated, usually from 76.4 µM), for the others: top-dose activity change, negative = inhibition, most hits filed as inhibitors; 0.38% of 300,000 active; AID 2100, 2009; active means well fitted inhibition curve with a large enough effect; inconclusive means small, poorly fitted or top-dose-only effect, or another doubt; inactive means no such curve, though single readings can be large or run the other way;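 further: 0% = full enzyme reaction and -100% = no-enzyme basal signal; the screen sought inhibitors and activators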
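Recombinant human enzyme (4 nM); glycogen substrate; 37 C, 40 min, pH 5.0. Readout: coupled glucose oxidase/Amplex Red fluorescence.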
Active calls of the source: *; ? = inconclusive; [ ] = remark or other dose. Potency means the concentration at half of the fitted maximal effect. Some of the compounds tested (hit frequency here may not be typical).

GAA glycogen mod	SMILES
7.3%[76.3 µM]	CCN(CC)CCN1C(=O)C(=O)/C(=C(/O)c2ccc(S(=O)(=O)N3CCOCC3)cc2)C1c1ccc(C)cc1 (centres undefined)
9.0%	COc1cc(/C=C2/C(=N)N3C(SC)=NSC3=NC2=O)ccc1OC(=O)c1ccco1
2.1%	CCCCN(CC)CCCNC(=O)c1ccc2c(c1)N(CC)C(=O)c1ccccc1S2(=O)=O
4.2%	Clc1cccc(CN2C3=NCCCN3c3ccccc32)c1
-1.8%	CCN(CC)CC1C(=O)N(c2ccc(OC)cc2)C1c1ccccc1 (centres undefined)
0.2%	Cn1ccnc1SCc1ccc(Cl)cc1Cl
-0.8%	CC(=O)c1ccc(NC(=O)CSc2nnc(-c3ccco3)o2)cc1
6.5%	O=C(NC1CCN(c2ncccn2)CC1)c1cccc(F)c1
2.7%	FCCCOc1ccc(-c2nccc(-c3ccccn3)n2)cc1
-2.6%[76.3 µM]	CCOc1ccc(NC(=O)CCC(=O)Nc2nnc(CC)s2)cc1
0.8%[76.3 µM]	CN1CCC(NC(=O)c2cccc(Oc3ccccc3)c2)CC1
1.8%	CCN(CC)CCNC(=O)c1ccc(NC(=O)c2c(C)nn(-c3ccc(F)cc3)c2Cl)cc1
4.5%[76.3 µM]	O=C(CSc1nncn1-c1cccnc1)Nc1cccc([N+](=O)[O-])c1
-2.2%[76.3 µM]	CN(C)S(=O)(=O)c1ccc(C(=O)Nc2cc3c(cc2C(=O)O)OCCCO3)cc1
11.3%	COc1ccc(CCN(C)C(=O)Cc2ccc(-c3ccccc3)cc2)cc1OC

Next part, overlapping the part above by 4 compounds.
GAA glycogen mod	SMILES
1.8%	CCN(CC)CCNC(=O)c1ccc(NC(=O)c2c(C)nn(-c3ccc(F)cc3)c2Cl)cc1
4.5%[76.3 µM]	O=C(CSc1nncn1-c1cccnc1)Nc1cccc([N+](=O)[O-])c1
-2.2%[76.3 µM]	CN(C)S(=O)(=O)c1ccc(C(=O)Nc2cc3c(cc2C(=O)O)OCCCO3)cc1
11.3%	COc1ccc(CCN(C)C(=O)Cc2ccc(-c3ccccc3)cc2)cc1OC
2.0%	Cc1ccc(S(=O)(=O)NCCc2ccncc2)cc1[N+](=O)[O-]
-1.9%	O=C1[C@@H]2Cc3c([nH]c4ccccc34)CN2C(=O)CN1CCCO
3.1%[76.3 µM]	Cc1c(C)c(C)c(S(=O)(=O)N2CCC3(CC2)OCCO3)c(C)c1C
-1.9%	Cc1cccc(NC(=O)/C(C#N)=C/c2cccc([N+](=O)[O-])c2)n1
-0.4%[76.3 µM]	C=C(C)Cn1c(N)cc(=O)nc1SCC(=O)Nc1cccc(C(F)(F)F)c1
0.5%	O=C(Nc1ccc2c(c1)C(=O)OC2)c1ccc(C(F)(F)F)cc1
1.4%	Cc1ccc(Cl)cc1NC(=O)CN1CCN(S(=O)(=O)N2CCOCC2)CC1
-12.5%[76.3 µM]	Cc1onc(-c2c(F)cccc2Cl)c1C(=O)Nc1nnc(C(F)(F)F)s1
2.8%	O=C(Nc1cccc(F)c1)c1ccc2ncsc2c1
2.2%	Cc1ccc(-c2nnn(CC(=O)N(CCCO)C(C(=O)NC3CCCC3)c3ccc(Cl)cc3)n2)o1 (centres undefined)
-19.6%	CC(C)C(=O)Nc1c2c(nn1-c1ccc(F)cc1)CS(=O)(=O)C2
-0.2%[76.3 µM]	COc1ccccc1-c1nnc(C2CCN(S(=O)(=O)c3ccccc3[N+](=O)[O-])CC2)o1
-12.5%[76.3 µM]	CCOc1ccc2nc(N(CCN(CC)CC)C(=O)/C=C/c3cccs3)sc2c1
3.9%	CC(C)C(NC(=O)c1ccco1)C(=O)NCc1ccc(C(=O)O)cc1 (centres undefined)
-0.2%[76.3 µM]	COc1ccc(OC)c(CCNC(=O)CCc2nnc3ccc(N4CCCC4)nn23)c1

More structures follow:
GAA glycogen mod	SMILES
0.6%	O=C(COC(=O)c1ccc(O)cc1)NC1CCCC1
1.4%	CC(C)OCCCN1CC(=O)N2C(c3ccccc3)c3[nH]c4ccccc4c3C[C@H]2C1=O (some centres undefined)
2.7%	NS(=O)(=O)c1ccc(NC(=O)CSc2nc3c(c(=O)[nH]2)CCCC3)cc1
2.7%[76.3 µM]	COc1ccc2cc(C(=O)/C=C/c3cc(OC)c(OC)c(OC)c3)ccc2c1
3.6%	CN(C)c1ccc(C(C(=O)NCC2CCCO2)N(Cc2ccco2)C(=O)c2snc(C(N)=O)c2N)cc1 (centres undefined)
-3.5%[76.3 µM]	Cc1cc(OCc2cc(C(=O)N3CCC(Oc4cccnc4)CC3)no2)cc(C)c1Cl
-0.1%[76.3 µM]	O=S(=O)(NCc1ccc2c(c1)OCO2)c1ccc(Cl)s1
-3.0%	CC(=O)Nc1ccc(NC(=O)CNC(=O)c2cccc(C)c2)cc1
-8.1%	COc1ccccc1N(CC(=O)NCc1ccco1)S(=O)(=O)c1ccc(C)cc1
-7.2%	CCCCOP(=O)(c1ccc(N(C)C)cc1)C(O)c1ccc(OC)cc1 (centres undefined)
0.6%	Nc1nc(SCc2ccc(Br)cc2)n[nH]1
4.3%	CC(=O)c1ccc(OCC(O)CN2CCc3ccccc3C2)cc1 (centres undefined)
-0.3%[76.3 µM]	CN(C)CCCN(C(=O)c1ccc(S(=O)(=O)N2CCc3ccccc3C2)cc1)c1nc2c(F)cccc2s1
-15.6%[76.3 µM]	COc1ccc(N2CCN(C(=O)c3oc4ccccc4c3NC(=O)Cc3ccc(OC)c(OC)c3)CC2)cc1
-12.2%[76.3 µM]	O=C(CCC1CCCC1)NCCCNC(=O)CCC1CCCC1

Other entries follow.
GAA glycogen mod	SMILES
5.2%	Cc1cc(=O)oc(C)c1C(=O)N[C@@H](Cc1ccccc1)C(=O)O
0.1%	COc1ccc(CNC(=O)CN(Cc2ccco2)C(=O)CNS(=O)(=O)c2ccc(F)cc2)cc1
-13.7%[76.3 µM]	O=C(C1CCCO1)N1CCN(S(=O)(=O)c2ccc(Br)cc2)CC1 (centres undefined)
-18.9%[76.3 µM]	Cc1ccccc1CSCC(=O)NNC(=S)NCC1CCCO1 (centres undefined)
6.8%	O=C(NCc1ccccc1F)C(c1ccccc1)c1ccccc1
-11.2%	O=C(O)CCCN1C(=O)/C(=C\c2ccccc2OCc2ccccc2)SC1=S
-3.3%[76.3 µM]	O=C(O)C1CC=C(Cl)CC1C(=O)NC1CCCCC1 (centres undefined)
-13.5%	CCOC(=O)c1cc(=O)c2ccc(OCc3ccccc3)cc2o1
2.3%[76.3 µM]	CCN(CC)CCN(C(=O)CCS(=O)(=O)c1ccccc1)c1nc2c(C)cc(C)cc2s1
-2.7%	COc1ccc(C)cc1N(CC(=O)N1CCCC1)S(=O)(=O)c1ccccc1
-0.3%[76.3 µM]	CCC(C(=O)NCc1ccco1)n1nc(C)n2c(cc3occc32)c1=O (centres undefined)
4.0%	COc1ccc(OC)c(NC(=O)[C@@]2(CC(=O)O)CC(/C=C/c3ccccc3)=NO2)c1
3.8%	COc1cc2ncnc(NCc3ccccc3F)c2cc1OC
0.4%	COc1ccc(OC)c(S(=O)(=O)Nc2ccc3oc(C)c(C(C)=O)c3c2)c1
-9.2%[76.3 µM]	NC(N)=N/N=C/c1ccc(OCc2ccccc2)c(OCc2ccccc2)c1

The list goes on:
GAA glycogen mod	SMILES
-4.3%[76.3 µM]	O=C(NCCCn1ccnc1)C1CCCN(S(=O)(=O)c2cc(Cl)ccc2Cl)C1 (centres undefined)
9.5%	Cc1cccc(N(CC(=O)NC2CCCC2)C(=O)CCC(=O)Nc2ccccn2)c1
0.7%[76.3 µM]	COc1cccc(-c2c(C(=O)N/N=C/c3cccs3)nnn2-c2nonc2N)c1
4.7%[76.3 µM]	CCn1c(=S)sc2c(=O)n(CC(=O)NCCCc3ccccc3)c(C)nc21
-0.9%	CC(=O)Nc1ccc(NC(=O)CCCn2cnc3ccccc3c2=O)cc1
-0.2%[76.3 µM]	Cc1ccc(NC(=O)COC(=O)Cc2cccs2)c(Br)c1
3.1%[76.3 µM]	O=C(Nc1ccnn1C1CCN(Cc2ccn[nH]2)CC1)c1ccccc1
3.9%[76.3 µM]	Cc1cc(C)c2cc(C(=O)N3CCC(N4CCCCC4)CC3)[nH]c2c1
-14.9%[76.3 µM]	O=C(CN1CCCN(Cc2ccc(F)cc2)S1(=O)=O)NC1CCCC1
12.4%[76.3 µM]	C#C[C@]1(O)CCC2C3CCC4=CC(=O)CC[C@@H]4C3CC[C@@]21C (some centres undefined)
3.6%[76.3 µM]	COc1ccc(CCNC(=O)CSc2nn3c(=O)c(C)nnc3s2)cc1OC
-17.5%[76.3 µM]	Cc1cc(C(=O)NC2CC(C)(C)Cc3c2cnn3-c2cccc(F)c2)n(C)n1 (centres undefined)
-2.2%[76.3 µM]	NS(=O)(=O)c1ccc(NS(=O)(=O)c2ccc(NC(=O)C3CC3)cc2)cc1
-3.6%[76.3 µM]	Cc1nn(CC(=O)N2CCN(c3ccccn3)CC2)c(=O)c2cc3sccc3n12
-13.6%[76.3 µM]	Cc1ccc(N(C)S(=O)(=O)c2ccc(-c3ccc(=O)[nH]n3)s2)cc1C

Quoted at random: 5 compounds from above
GAA glycogen mod	SMILES
3.6%[76.3 µM]	COc1ccc(CCNC(=O)CSc2nn3c(=O)c(C)nnc3s2)cc1OC
-3.6%[76.3 µM]	Cc1nn(CC(=O)N2CCN(c3ccccn3)CC2)c(=O)c2cc3sccc3n12
-0.9%	CC(=O)Nc1ccc(NC(=O)CCCn2cnc3ccccc3c2=O)cc1
-17.5%[76.3 µM]	Cc1cc(C(=O)NC2CC(C)(C)Cc3c2cnn3-c2cccc(F)c2)n(C)n1 (centres undefined)
0.7%[76.3 µM]	COc1cccc(-c2c(C(=O)N/N=C/c3cccs3)nnn2-c2nonc2N)c1

More entries follow.
GAA glycogen mod	SMILES
-20.7%	COc1ccc(-n2nc(C(=O)NCC(=O)N3CCN(c4cccc(Cl)c4)CC3)c3ccccc3c2=O)c(OC)c1
-3.0%	CCOc1ccc2nc(SCC(=O)NNC(=O)c3ccco3)c(C)cc2c1
4.6%	O=C(NC(Cc1ccccc1)C(=O)O)/C(=C/c1ccccc1)NC(=O)c1ccco1 (centres undefined)
-5.7%[76.3 µM]	CC(NC(=O)COC(=O)c1cc([N+](=O)[O-])ccc1N1CCOCC1)c1ccccc1 (centres undefined)
0.8%[76.3 µM]	Cc1cccc(C(C)C)c1NS(=O)(=O)c1cn(C)nc1C
2.9%[76.3 µM]	Cc1cccc(NC(=O)[C@@H](CC(C)C)NC(=O)[C@@H]2Cc3ccccc3CN2)c1
-13.2%	COc1ccc(F)cc1CSc1nnnn1-c1ccc(O)cc1
-5.8%[76.3 µM]	Cc1cc(C)c(NC(=O)CN2C(=O)CC(C)S(=O)(=O)c3ccccc32)c(C)c1 (centres undefined)
1.5%[76.3 µM]	COc1ccc(Br)cc1CN(C)C(=O)c1cc(Cl)c2c(c1)OCCO2
-7.7%	O=C1c2ccccc2C2(c3cc(C(F)(F)F)cc(C(F)(F)F)c3)NCCN12 (centres undefined)
-3.1%	Cn1cccc1C(=O)OCc1ccc(C(C)(C)C)cc1
3.1%	COc1ccc(C2(O)C(=O)Nc3ccc(C)cc32)cc1OC (centres undefined)
-23.6%[76.3 µM]	CCSc1nnc(NC(=O)c2nc(S(=O)(=O)Cc3ccc(F)cc3)ncc2Cl)s1
?	CN(C)c1ccc(/C=N/Nc2nc3ccccc3o2)cc1
-2.4%	CCCCC(=O)OCC(=O)N1N=C(c2c[nH]c3ccccc23)C(O)C1c1ccc(OC)cc1 (centres undefined)

Next records
GAA glycogen mod	SMILES
-19.4%[76.3 µM]	CC(C)c1ccc(NC(=O)[C@H](Cc2c[nH]c3ccccc23)NC(=O)[C@@H]2Cc3ccccc3CN2)cc1
-0.6%	Fc1cc(Cl)ccc1NC1=NCCCCC1
-1.6%	COC(=O)CC1C(=O)NCCN1C(=O)c1ccc([N+](=O)[O-])cc1 (centres undefined)
-4.2%	Cc1cccc(OCCOC(=O)c2c(-c3ccccc3)noc2C)c1
-4.3%	COCC(=O)Nc1c(C(=O)N2CCCC2)oc2ccccc12
5.3%	OCCc1ccc(O)c(-n2nc3ccccc3n2)c1
-4.3%[76.3 µM]	COc1ccc(N2CCN(C(=O)CCS(=O)(=O)c3ccc4c(c3)NC(=O)CO4)CC2)cc1
-2.8%[76.3 µM]	Cc1nc(N2CCN(c3ccccn3)CC2)c2c(C)c(C(=O)Nc3ccc(F)c(Cl)c3)sc2n1
-13.1%[76.3 µM]	CCCc1cc(=O)oc2cc(OCC(=O)N3CCC(C(N)=O)CC3)ccc12
-4.1%	O=C1c2ccccc2C(=O)N1CC(O)COc1ccc(Cl)cc1 (centres undefined)
-11.0%[76.3 µM]	O=C(N/N=C/c1ccc2c(c1)OCO2)c1ccc(COCC(F)(F)C(F)F)cc1
-1.1%[76.3 µM]	COc1ccc(Cc2nc3ccc(C(=O)NC(C)c4cn(C)nc4C)cc3o2)cc1 (centres undefined)
-1.2%[76.3 µM]	Nc1ccc(S(=O)(=O)Nc2nccc(/C=C/c3ccc(Cl)cc3)n2)cc1
-3.9%	O=C(CSc1n[nH]c(=O)n1-c1ccccc1)N1CCOCC1
-11.7%	CCOc1ccc(N=C2C(=O)Nc3ccc(C)c(Br)c32)cc1

New compounds follow
GAA glycogen mod	SMILES
1.4%	Cc1cc(NN)nc(Cc2ccccc2)n1
-6.1%[76.3 µM]	CCn1cc(S(=O)(=O)Nc2cc(C(=O)OC)ccc2C)cn1
4.5%	Cc1ccc(N2C(=O)C3C4C=CC(CC4)C3C2=O)c([N+](=O)[O-])c1 (centres undefined)
0.4%[76.3 µM]	CC1(C)C2CCC1(CS(=O)(=O)N1CCC(C(N)=O)CC1)C(=O)C2 (centres undefined)
-9.1%[76.3 µM]	CC(Cc1cccnc1)NC(=O)c1cc(COc2ccc(F)cc2Cl)on1 (centres undefined)
